mIAP act: increases mouse intestinal alkaline phosphatase activity | muIAP, CDP-Star luminescence, 30 min; hits give high values; 1 = vehicle-only enzyme signal, 0 = enzyme-free wells | activation factor at 10 µM | 330,000 tested, 0.24% active | AID 2805;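 active = activation factor of at least 2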; also: the source names both 10 and 20 µM as test concentration; values of inactives mirror those of a sister screen read the other way
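System: Mouse IAP enzyme | Also added: CDP-Star substrate | Dosing: Compounds dispensed in DMSO | Schedule: 30 min enzyme-substrate-compound incubation at room temperature | Technique: Chemiluminescence readout | Control set: DMSO-only wells and no-enzyme negative control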
NLRP3 yeast inh: inhibitors of NALP3 inflammasome in yeast. Yeast reconstituted NLRP3/ASC/caspase-1, beta-gal luminescence, 24 h. inhibition, % at 10 µM. 330,000 tested, 0.39% active;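 active = inhibition of 50% or more; inactive = inhibition below 50%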;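 also: plate controls were induced DMSO wells for no effect and uninduced yeast grown without galactose for full effect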
mIAP block: mouse IAP inhibition. purified mouse IAP, CDP-Star luminescence, 30 min. inhibition, % at 10 µM. 330,000 tested, 0.2% active. AID 2806;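 active = inhibition of at least 40% at 10 µM in the primary screen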;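 also: plate controls were DMSO with enzyme for no effect and no enzyme wells for full effect; values of inactives mirror those of a sister screen read the other way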
TIM10 inh: growth inhibitors of TIM10 yeast strain | S. cerevisiae TIM10 strain growth, BacTiter-Glo luminescence, 24 h | inhibition, % at 10 µM | 330,000 tested, 1.4% active | AID 463195;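 active = inhibition of 40% or more at the single tested concentration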;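 also: wild-type TIM10 isogenic control strain grown at permissive 25 °C; 0% = DMSO yeast wells and 100% = minimal medium wells without yeast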
hIAP act: increases human intestinal alkaline phosphatase activity. P09923. purified human IAP, CDP-Star luminescence, 30 min; hits give high values; 1 = vehicle-only enzyme, 0 = enzyme-free background. activation factor at 10 µM. 330,000 tested, 0.16% active. AID 2524;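 active = activation factor of the enzyme at least 2-fold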; also: the source names both 10 and 20 µM as test concentration; values of inactives mirror those of a sister screen read the other way
Target sequence (P09923 whole entry, looked up): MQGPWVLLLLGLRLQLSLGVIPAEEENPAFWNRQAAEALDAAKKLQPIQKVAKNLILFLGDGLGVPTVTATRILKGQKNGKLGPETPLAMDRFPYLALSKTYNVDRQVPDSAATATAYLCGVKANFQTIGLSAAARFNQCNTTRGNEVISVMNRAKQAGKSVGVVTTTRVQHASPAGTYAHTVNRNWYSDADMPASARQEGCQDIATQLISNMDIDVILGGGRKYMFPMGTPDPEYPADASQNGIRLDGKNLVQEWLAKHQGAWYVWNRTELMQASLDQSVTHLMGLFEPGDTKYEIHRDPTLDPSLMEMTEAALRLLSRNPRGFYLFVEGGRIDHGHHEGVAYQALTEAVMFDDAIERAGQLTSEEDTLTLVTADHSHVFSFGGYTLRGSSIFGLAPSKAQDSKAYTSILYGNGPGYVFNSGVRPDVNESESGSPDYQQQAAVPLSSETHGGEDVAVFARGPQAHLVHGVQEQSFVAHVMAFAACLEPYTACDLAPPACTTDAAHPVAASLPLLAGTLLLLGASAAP
tim10-1 inh: growth inhibitors of tim10-1 mutant yeast | S. cerevisiae tim10-1 ts strain growth, BacTiter-Glo, 24 h | inhibition, % at 20 µM | 330,000 tested, 2.2% active | AID 463190;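 active = inhibition of at least 40%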;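 also: mutant grown at 25 °C; 0% = DMSO wells with yeast and 100% = wells holding no yeast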
Apaf1 inhib: blocks human Apaf-1 apoptosome activity | O14727 | reconstituted apoptosome caspase-3 activity, DEVD-Rh110 fluorescence | inhibition, % at 20 µM | 330,000 tested, 0.71% active; active = inhibition of at least 40% at 20 µM;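 also: plate controls were DMSO wells for no effect and DEVD-CHO caspase inhibitor wells for full effect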
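Assay system: Apoptosome proteins | Medium: pH 7.5 Hepes buffer with CHAPS, BSA, DTT | Also added: Cytochrome c and DEVD-Rh110 substrate | Times: 30 min plus 50 min, RT | Detection: Rhodamine 110 fluorescence at Ex 480/Em 540 nm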
hIAP inh: blocks human intestinal alkaline phosphatase | purified IAP, CDP-Star luminescence, 30 min | P09923 | inhibition, % at 10 µM | AID 2544 | 330,000 tested, 0.12% active;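 active = inhibition reaching a set limit with compound at 10 µM in the primary screen, cut at about 35% in these data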;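 also: plate controls were DMSO wells with enzyme for no effect and no-enzyme buffer wells for full effect; values of inactives mirror those of a sister screen read the other way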
ATG4B inhibitor: inhibitors of human ATG4B cysteine protease | ATG4B cleavage of LC3-PLA2, NBD-HPC fluorescence, 1 h | 340,000 tested, 0.51% active | inhibition, % at 8.33 µM; in the data active = inhibition above about 40%
Target sequence (Q9Y4P1 whole entry, looked up): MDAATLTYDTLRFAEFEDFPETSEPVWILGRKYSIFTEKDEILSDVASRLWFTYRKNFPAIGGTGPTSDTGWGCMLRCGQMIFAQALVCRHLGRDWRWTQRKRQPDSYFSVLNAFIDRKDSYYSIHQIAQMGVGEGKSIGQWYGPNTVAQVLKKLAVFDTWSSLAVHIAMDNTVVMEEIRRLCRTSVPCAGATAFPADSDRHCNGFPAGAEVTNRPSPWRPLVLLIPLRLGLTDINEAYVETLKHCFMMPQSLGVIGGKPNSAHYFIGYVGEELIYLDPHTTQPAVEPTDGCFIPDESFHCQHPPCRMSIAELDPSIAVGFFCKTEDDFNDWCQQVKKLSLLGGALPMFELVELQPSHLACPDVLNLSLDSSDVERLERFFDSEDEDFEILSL
Starred values were filed as active, the others as inactive; · = no result given.

Below each compound – mIAP act	NLRP3 yeast inh	mIAP block	TIM10 inh	hIAP act	tim10-1 inh	Apaf1 inhib	hIAP inh	ATG4B inhibitor
> O=C(CSc1nc2ccc(Nc3nc(N4CCOCC4)nc(N4CCOCC4)n3)cc2s1)N1CCOCC1
→ 1.1	8	-6	10	1	16	-4	-2	-18
> C[C@H](NC(=O)c1ccc(Br)cc1)C(=O)NCc1ccc(S(N)(=O)=O)cc1
→ 0.99	7	1	-7	1	-1	5	-1	-1
> COc1ccc(C(=O)NCCCOC(C)C)cc1OC1CCN(C(C)=O)CC1
→ 0.99	7	1	9	1.1	6	-2	-6	-4
> NS(=O)(=O)c1cccc(NC(=O)c2cc(=O)c3ccccc3o2)c1
→ 0.94	18	6	-24	1.1	-3	2	-9	-7
> CCc1ccc(CNC(=O)c2ccc3c(c2)NC(=O)C(N2CCOCC2)S3)cc1 (centres undefined)
→ 1.1	8	-5	15	1.1	-2	17	-7	3
> Cc1c(S(=O)(=O)Nc2cccc(Cl)c2)c(=O)n(C)c(=O)n1C
→ 0.99	8	1	9	0.84	5	-10	16	3
> CCCCn1c(N)c(N(CCOC)C(=O)CCCc2nc3ccccc3c(=O)[nH]2)c(=O)[nH]c1=O
→ 0.91	1	9	-3	0.85	-6	-8	15	-9
> O=[N+]([O-])c1cnccc1Nc1cccc(F)c1
→ 1	8	-5	-6	0.89	-2	16	11	-9
> CC(C)(C)c1ccc2c(c1)N(CC(=O)N1CCCC1)C(=O)CO2
→ 1.1	16	-8	-2	1.3	7	-1	-27	4
> COc1ccc(CNC(=O)c2c(C)cc(=O)oc2C)cc1OC
→ 1	10	-5	-13	1.2	3	4	-18	-5
> S=C(NCCc1ccccc1)Nc1c(Cl)cccc1Cl
→ 1.2	16	-24	26	0.96	10	8	4	-1
> C/C(N)=C(\C#N)C(=O)NCc1ccccn1
→ 1.1	7	-6	10	1.2	-3	14	-16	-2
> O=C(NCc1ccc(Cl)cc1)C(=O)c1cn(CC(=O)N2CCOCC2)c2ccccc12
→ 0.92	10	8	1	1.2	19	-4	-20	-5
> Cc1cc(=O)oc(C)c1C(=O)Nc1ccc(N(C)C)cc1
→ 0.98	9	2	7	0.94	13	1	6	-4
> Cc1cc(C)n(CCCNC(=O)c2ccc3c(c2)NC(=O)CS3)n1
→ 0.94	-1	6	15	0.88	9	-2	12	-6
> CCCCn1c(N)c(N(CC(C)C)C(=O)c2ccc(C)o2)c(=O)[nH]c1=O
→ 0.99	1	1	-2	1.1	2	1	-6	-1
> O=C(COC(=O)c1nc(Cl)ccc1Cl)Nc1ccccc1OC(F)F
→ 0.95	2	5	11	1.1	19	-10	-6	2
> CN1CCN(S(=O)(=O)c2cccc(C(=O)N(c3ccccn3)C3CCCCC3)c2)CC1
→ 0.99	15	1	7	1.1	20	4	-10	-2
> CCOC(=O)/C(N=Nc1cc(C(=O)O)cc(C(=O)O)c1)=C(\O)CCl
→ 1	14	0	5	1	11	0	0	3
> CNC(=O)c1cc(C(=O)c2ccc(Cl)cc2)c(Br)[nH]1
→ 1	4	-1	-4	0.85	4	0	15	3
> Cc1cc(C(=O)CN2C(=O)NC3(CCCc4ccccc43)C2=O)c(C)n1C (centres undefined)
→ 0.92	10	8	3	0.91	8	4	9	-8
> O=C(OCC(=O)c1ccc[nH]1)c1ccc2ccccc2n1
→ 0.97	10	3	-2	0.98	-12	8	2	-5
> O=C(COc1ccc(C(=S)N2CCOCC2)cc1)N1CCOCC1
→ 1	7	-1	-4	0.69	9	7	31	3
> Cn1c(=N)n(CC(O)c2ccco2)c2ccccc21 (centres undefined)
→ 1	13	-3	10	0.88	4	-1	12	-6
> O=C(Nc1nccs1)C1CCCN(S(=O)(=O)c2cccc3cccnc23)C1 (centres undefined)
→ 1.1	8	-6	4	0.98	14	5	2	0
> Cc1ccc(C)c(NC(=S)N2CCC(NC(=O)c3ccc(F)cc3)CC2)c1
→ 1	14	-2	9	1.1	-13	3	-6	-3
> COc1ccc(CNC(=O)CSc2nc3ccc(N)cc3s2)cc1
→ 0.93	15	7	-34	0.94	-14	-2	6	-12
> Cc1cc([N+](=O)[O-])c(N2CCC[C@@H]2C(=O)O)c([N+](=O)[O-])c1
→ 1	-11	-1	-16	1.1	4	1	-7	-3
> Cc1ccc(NC(=O)c2cc(-n3cnnc3)ccc2Cl)cc1
→ 0.98	10	2	10	1.1	1	2	-6	-1
> Cc1ccc(S(=O)(=O)Nc2ccccc2N2CCCCC2)cc1
→ 0.93	11	7	14	0.96	13	12	4	-1

Continued.
Below each compound – mIAP act	NLRP3 yeast inh	mIAP block	TIM10 inh	hIAP act	tim10-1 inh	Apaf1 inhib	hIAP inh	ATG4B inhibitor
> O=C(Cn1nc(Cc2cccnc2)c2ccccc2c1=O)NCCCN1CCCC1=O
→ 1.1	19	-6	12	1.3	19	9	-25	-12
> COC(=O)CN1C(=O)c2cccc3cccc1c23
→ 0.95	18	4	-4	1	-4	-3	0	5
> O=C1c2ccccc2C(O)(Cc2ccccc2)N1C1CCCCC1 (centres undefined)
→ 1	-27	0	23	1.1	31	-1	-9	-1
> COc1ccc(O)c(C(=O)c2cnn(C(=O)c3ccc(C)cc3)c2)c1
→ 0.85	14	15	-14	0.94	-35	2	6	0
> O=C(O)CCCn1nc(C(F)(F)F)c2c1CCCCC2
→ 1	10	-4	-7	1.2	15	14	-18	-15
> CCOc1ccc(NC(=O)C2CSC(c3ccncc3)=N2)cc1 (centres undefined)
→ 0.97	17	3	-5	0.87	4	0	13	-6
> CCCCNc1nc2sc3c(c2c(=O)n1-c1cccc(Cl)c1)CCN(C)C3
→ 0.95	5	5	1	0.97	15	-17	3	-1
> Cc1ccc(/C=N/NC(=O)c2c(C)nc3ccc(Br)cn23)cc1
→ 0.89	14	12	5	0.85	3	9	15	2
> Nc1c(-c2ccccc2)nc(Cl)nc1-c1ccccc1
→ 1	10	-4	14	1.2	24	5	-16	-3
> O=C1CCCN1CN(C(=O)c1ccccc1)c1ccccc1
→ 1.1	0	-6	18	0.9	-3	12	10	-2
> CCc1ccccc1NC(=O)c1ccc(S(=O)(=O)N2CCCC2)cc1
→ 0.99	24	0	-13	0.8	6	4	20	1
> O=C(NN1CCOCC1)c1cccc(COc2cccc(Br)c2)c1
→ 1	20	-1	15	0.84	31	-6	16	-12
> O=C(O)Cn1c(=S)sc2ccccc21
→ 1.1	13	-11	-8	0.82	6	6	18	-5
> O=C(Cn1c(N2CCN(c3ccccc3)CC2)nc2ccccc21)c1ccccc1
→ 0.91	-23	9	20	0.98	31	23	2	-4
> Cc1ccccc1NC(=O)c1ccc(NC(=O)C2CCCO2)cc1 (centres undefined)
→ 1.1	27	-10	7	1	25	-8	-5	-1
> COc1ccc(CCNC(=O)c2ccc(NS(=O)(=O)c3c(C)noc3C)cc2)cc1OC
→ 0.97	-11	3	8	0.93	-5	0	7	-8
> CC(=O)c1ccc(S(=O)(=O)N2CCC3(CC2)OCCO3)cc1
→ 1	14	0	10	0.97	-1	-1	3	-10
> COCCOC(=O)C1=C(C)NC(=S)NC1/C=C/c1ccccc1 (centres undefined)
→ 0.99	12	1	7	0.88	16	-12	12	5
> CSc1ncc(C(=O)Nc2ccccc2)cn1
→ 0.94	59*	6	-6	1	-44	-8	-1	-3
> O=C(O)c1cc(NC(=O)c2cccc(C(=O)Nc3cc(C(=O)O)cc(C(=O)O)c3)c2)cc(C(=O)O)c1
→ 1	-8	-2	-1	1.1	-8	-6	-11	0
> O=C(c1ccc(Cl)cc1)C1CCCN(C(=O)/C=C/c2ccccn2)C1 (centres undefined)
→ 1	17	0	-2	1	13	-7	-3	4
> Cc1cc(N=Nc2ccccc2)c(NCC(O)C(O)C(O)CO)cc1C (centres undefined)
→ 0.9	17	10	18	0.89	2	1	11	-2
> O=C(NCc1ccc(F)cc1)Nc1ccccc1
→ 1.2	21	-16	-18	1.1	5	8	-5	23
> O=C(NC(=S)Nc1cccc(Cl)c1N1CCCCC1)c1cccs1
→ 0.9	19	10	38	1.1	32	-2	-10	20
> N=c1c(C(=O)NCC2CCCO2)cc2c(=O)n3ccccc3nc2n1Cc1ccccc1Cl (centres undefined)
→ 1.1	7	-5	3	1.3	4	7	-27	1
> Cc1ccc([N+](=O)[O-])cc1S(=O)(=O)Nc1ccc(N2CCOCC2)cc1
→ 0.92	-20	8	-8	1	0	11	-3	0
> CC1CCN(C(=O)C2CCN(C(=O)c3cc4sccc4n3Cc3ccc(F)cc3)CC2)CC1
→ 1.1	14	-11	25	1.1	26	18	-7	4
> c1cn2cc(-c3ccc4c(c3)OCO4)nc2s1
→ 0.98	46	2	19	0.89	9	-2	11	-4
> CC(C)CCn1c(N2CCOCC2)nc2c1c(=O)n(CC(N)=O)c(=O)n2C
→ 0.96	2	4	4	0.87	2	-1	13	-5
> COc1ccc(S(=O)(=O)N2CCCC2C(=O)Nc2nccs2)cc1 (centres undefined)
→ 0.83	0	17	-5	0.66	7	5	34	2

(more compounds)
Below each compound – mIAP act	NLRP3 yeast inh	mIAP block	TIM10 inh	hIAP act	tim10-1 inh	Apaf1 inhib	hIAP inh	ATG4B inhibitor
> CN(CC(=O)Nc1ccc(N2CCOCC2)cc1)C(=O)C12CC3CC(CC(C3)C1)C2
→ 1	10	-2	5	0.95	23	13	5	-12
> CC(C)[C@H](NC(=O)c1ccco1)C(=O)OCC(=O)Nc1ccc(F)cc1
→ 0.97	8	3	-1	1.1	-5	-3	-5	-5
> Cn1c(NNC(=O)C(c2ccccc2)c2ccccc2)cc(=O)n(C)c1=O
→ 0.93	6	7	-5	0.97	6	3	3	-10
> CC1Cc2nc(SCC(=O)N3CCOCC3)n(-c3ccccc3)c(=O)c2S1 (centres undefined)
→ 1	17	0	0	0.89	-4	0	11	2
> Cc1ccc(S(=O)(=O)N2CCN(CCO)CC2)cc1-c1nnc2c3ccccc3c(C)nn12
→ 0.97	0	3	6	0.9	12	-1	10	4
> CCN1CCN(C(=O)CCNC(=O)Cn2ccc3ccccc3c2=O)CC1
→ 0.91	-5	9	9	0.94	-8	-3	6	-8
> COc1ccc(CNC(=O)Nc2cccs2)cc1OC
→ 1	17	-1	4	1.2	9	-3	-21	-13
> CCCCc1c(O)nc(SCC(=O)N2CCCCC2)[nH]c1=O
→ 1.1	1	-6	-1	1.1	-3	-1	-6	5
> CNc1nc(-c2ccccc2)nnc1C(F)(F)F
→ 1	17	-1	2	0.86	-3	-1	14	-2
> CCN(CC)CC(=O)Nc1c(Br)ccc2c1OCO2
→ 0.98	14	2	-14	1.1	8	2	-9	-14
> CCOC(=O)c1ccc(NS(=O)(=O)c2cn(C)cn2)cc1
→ 1.1	6	-8	1	1.1	-4	-17	-7	8
> COc1ccc2nc(N/C(N)=N/C(=S)Nc3ccc(C)c(C)c3)nc(C)c2c1
→ 0.9	22	10	-3	0.94	20	3	6	·
> CC/C(=N\NC(=S)NC(C)C)c1ccc(OC)c(OC)c1
→ 0.94	17	6	20	0.94	28	3	6	10
> O=C(NCCc1ccc(F)cc1)c1cccs1
→ 1.1	8	-7	-8	0.99	-20	-12	1	-8
> CC1=C(C(N)=O)C(c2ccccn2)n2nc(SCc3ccccc3Cl)nc2N1 (centres undefined)
→ 1.1	16	-7	-12	1	-2	12	-5	-7

Compound profiles (already shown). Screens in order: mIAP act	NLRP3 yeast inh	mIAP block	TIM10 inh	hIAP act	tim10-1 inh	Apaf1 inhib	hIAP inh	ATG4B inhibitor
CC1=C(C(N)=O)C(c2ccccn2)n2nc(SCc3ccccc3Cl)nc2N1 (centres undefined) is listed with 1.1	16	-7	-12	1	-2	12	-5	-7
CN(CC(=O)Nc1ccc(N2CCOCC2)cc1)C(=O)C12CC3CC(CC(C3)C1)C2 is listed with 1	10	-2	5	0.95	23	13	5	-12
